Assay outcomes: PubChem, National Center for Advancing Translational Sciences (NCATS)
NPC1 promoter act: qHTS Assay for NPC1 Promoter Activators | Huh7 NPC1 promoter luciferase reporter, 24 h | Potency, µM (titrated, usually from 9.22 µM), without a hit: at the highest dose activation, most hits filed as activators | actives 2.4% (n = 320,000);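 further: % of control where 0% means no effect; nearly all actives have a fitted effect of over 60% in size; reporter is driven by a mutant NPC1 promoter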
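Huh7 reporter cells (NPC1 promoter driving luciferase) are dosed with compound for 24 h at 37 °C, 5% CO2; luciferase detection reagent is then added and luminescence measured after 10 min at ambient temperature.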
MBNL1-CUG inh: qHTS Assay for Inhibitors of MBNL1-poly(CUG) RNA binding; Muscleblind-like protein 1 (Homo sapiens), Q9NR56; TR-FRET MBNL1-His/biotin-(CUG)12 binding, 665/545 ratio; Potency, µM (doses to about 57.5 µM), for the others: top-dose activity change, negative = inhibition, hits mostly inhibitors; actives 0.036% (n = 280,000); AID 2675, 2010; active means well fitted inhibition curve with a large enough effect in the signal ratio, with a control signal flat, not every such curve was filed as active; inconclusive means small, poorly fitted or top-dose-only effect, or effect the other way, or a change in a side signal; inactive means no such curve, though single readings can be large or run the other way; the % refers to the signal ratio; further: on the % scale 0 is the no-effect control and ±100 the full control effect
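Compounds (final 92 nM to 58 uM) are added to His-tagged MBNL1 and biotin-(CUG)12, then terbium anti-His antibody and streptavidin-XL665 (5 nM final). After 60 min at room temperature, the 665/545 nm ratio is read.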
Gal4-VP16 FLuc: VP16 counterscreen qHTS for inhibitors of ROR gamma transcriptional activity; Drosophila S2 Gal4-VP16 UAS-luciferase, luminescence, 20 h; Potency, µM (top dose mostly 53.6 µM), inactives show top-dose activity, negative = inhibition, usual class: inhibitors; actives 3.5% (n = 310,000); AID 2546, 2010;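 further: Gal4-VP16 expression switched on by copper sulfate through the metallothionein promoter; on the % scale 0 is the no-effect control and ±100 the full control effect; nearly all actives have a fitted effect of over 50% in size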
uPA generation: qHTS for Inhibitors of Cell Surface uPA Generation; cell surface uPA generation assay, qHTS; Potency, µM (top dose mostly 38.3 µM), without a hit: at the highest dose activity change, negative = inhibition, usual class: inhibitors; actives 0.31% (n = 330,000); active means well fitted inhibition curve with a large enough effect; inconclusive means small, poorly fitted or top-dose-only effect; inactive means no such curve, though single readings can be large or run the other way; tested in mouse RAW 264.7 cells; further: on the % scale 0 is the no-effect control and ±100 the full control effect; nearly all actives have a fitted effect of over 55% in size
FLuc counter: qHTS profiling assay for firefly luciferase inhibitor/activator using purifed enzyme and Km concentrations of substrates (counterscreen for miR-21 project). Luciferin 4-monooxygenase (Photinus pyralis), P08659. purified FLuc, Km substrates, luminescence inhibition. Potency, µM (doses to about 57.5 µM), inactives show at the top dose activity change, negative = inhibition, actives largely listed as inhibitors. actives 6.9% (n = 360,000). AID 588342, 2011;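 further: plate controls were vehicle for no effect and reference inhibitor for full effect; nearly all actives have a fitted effect of over 55% in size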
Target sequence (P08659 whole entry, looked up): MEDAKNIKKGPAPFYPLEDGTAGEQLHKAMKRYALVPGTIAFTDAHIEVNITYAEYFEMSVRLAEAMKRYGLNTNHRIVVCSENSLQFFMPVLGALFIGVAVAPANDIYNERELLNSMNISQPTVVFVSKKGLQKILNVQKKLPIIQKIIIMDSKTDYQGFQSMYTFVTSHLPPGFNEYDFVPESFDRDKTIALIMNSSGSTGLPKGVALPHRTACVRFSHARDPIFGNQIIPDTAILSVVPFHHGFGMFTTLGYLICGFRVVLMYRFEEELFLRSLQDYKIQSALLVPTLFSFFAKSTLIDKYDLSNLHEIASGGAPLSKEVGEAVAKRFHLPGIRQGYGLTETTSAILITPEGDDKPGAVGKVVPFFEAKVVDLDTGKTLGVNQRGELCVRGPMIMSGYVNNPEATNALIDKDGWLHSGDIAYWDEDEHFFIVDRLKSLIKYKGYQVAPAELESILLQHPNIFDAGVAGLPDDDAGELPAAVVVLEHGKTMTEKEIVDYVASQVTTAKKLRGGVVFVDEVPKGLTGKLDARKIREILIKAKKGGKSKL
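Purified P. pyralis luciferase, 10 nM final, with Km-level 10 uM D-luciferin and 10 uM ATP in 50 mM Tris acetate pH 7.5, 10 mM Mg acetate, 0.01% Tween-20, 0.05% BSA; 6-point qHTS titration about 60 µM downward; luminescence read.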
p53 reactivation: qHTS assay for re-activators of p53 using a Luc reporter | H1299 p53-A138V BP100-luciferase reporter, luminescence, 24 h | Potency, µM (titrated, usually from 92.2 µM), inactives show top-dose activity change, positive = activation, most hits filed as activators | actives 0.063% (n = 320,000); further: % of control where 0% means no effect; nearly all actives have a fitted effect of over 45% in size
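H1299 (p53-null), stable ts p53-A138V + BP100-Luc; 1000 cells/well, Opti-MEM/10% FBS; cpd 4 pt, 1:5; 24 h, 37 deg C, 5% CO2; detection reagent 10 min RT; luminescence.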
BRCA1 expr act: qHTS Assay to Identify Small Molecule Activators of BRCA1 Expression; actives 1.1% (n = 380,000); AID 624202, 2012; MCF7-BRCA1-FFLuc reporter, luminescence, 48 h; response scale: scaled: vehicle 0%, 10 µM genistein 100%; Potency, µM (series often up to 46.1 µM), without a hit: top-dose activation, usual class: activators; further: nearly all actives have a fitted effect of over 80% in size; some results filed as inactive show a strong effect at the top dose
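48 h compound treatment of MCF7-BRCA1-FFLuc cells (phenol-red free MEM, 37 °C), then 15 min with luciferase substrate and luminescence imaging.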
RORgamma inh: qHTS for inhibitors of ROR gamma transcriptional activity. Nuclear receptor ROR-gamma (Mus musculus), P51450. Drosophila S2 Gal4-RORgamma UAS-luciferase reporter, 20 h. Potency, µM (series often up to 53.6 µM), for the others: top-dose activity change, negative = inhibition, hits mostly inhibitors. actives 5.4% (n = 310,000). AID 2551, 2010; further: on the % scale 0 is the no-effect control and ±100 the full control effect; nearly all actives have a fitted effect of over 60% in size
Target sequence (P51450 whole entry, looked up, the tested form may be a part): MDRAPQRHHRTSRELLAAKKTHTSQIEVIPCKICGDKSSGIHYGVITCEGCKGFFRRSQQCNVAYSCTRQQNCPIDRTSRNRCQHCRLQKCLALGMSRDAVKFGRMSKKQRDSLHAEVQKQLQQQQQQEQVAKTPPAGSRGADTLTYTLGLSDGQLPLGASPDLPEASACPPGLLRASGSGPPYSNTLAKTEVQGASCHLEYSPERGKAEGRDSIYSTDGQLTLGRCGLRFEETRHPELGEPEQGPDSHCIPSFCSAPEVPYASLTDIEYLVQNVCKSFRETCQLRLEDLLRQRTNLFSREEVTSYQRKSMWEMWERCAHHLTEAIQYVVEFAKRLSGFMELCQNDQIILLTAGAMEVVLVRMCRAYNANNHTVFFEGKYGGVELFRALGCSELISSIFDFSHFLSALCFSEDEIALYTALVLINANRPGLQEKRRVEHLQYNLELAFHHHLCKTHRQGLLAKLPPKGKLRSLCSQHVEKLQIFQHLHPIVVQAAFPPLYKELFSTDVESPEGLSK
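A Gal4/UAS one-hybrid system in insect cells: metallothionein-promoter Gal4–ROR gamma fusion plus Photinus luciferase reporter. Copper sulfate 700 uM final, 20 hr ambient incubation, luminescent detection after 10 min with reagent.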
Rab9 prom act: qHTS Assay for Rab9 Promoter Activators | Huh7 Rab9 promoter-luciferase reporter, luminescence, 24 h | Potency, µM (highest dose often 9.22 µM), without a hit: at the top dose activation, negative = inhibition, most hits filed as activators | actives 2.8% (n = 320,000) | AID 485297, 2010; further: % of control where 0% means no effect; nearly all actives have a fitted effect of over 60% in size
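Cells were plated at 1500 per well in reduced-serum medium with 10% FBS and left 2 h. Compound in DMSO was then added for 24 h at 37 °C. Reporter signal was read by luminescence after 10 min with luciferase detection reagent.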
CXXC DNA block: qHTS Fluorescence Polarization Assay for Inhibitors of MLL CXXC domain - DNA interaction. MLL-CXXC / FITC-HOXA9 DNA fluorescence polarization. Potency, µM (titrated, usually from 115 µM), without a hit: at the highest dose activity change, negative = inhibition, actives largely listed as inhibitors. actives 0.037% (n = 290,000); active means well fitted inhibition curve with a large enough effect in the polarisation, with a control signal flat, not every such curve was filed as active; inconclusive means small, poorly fitted or top-dose-only effect, or effect the other way, or a change in a side signal; inactive means no such curve, though single readings can be large or run the other way; the % refers to the polarisation
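Purified MLL-CXXC (added from a 7 uM solution) was preincubated 5 min at ambient with pinned compounds in 50 mM Tris-HCl pH 7.5, 50 mM NaCl, 1 mM DTT, 0.05% BSA. Fluorescein-labeled HOX-A9 DNA (50 nM solution) followed, 30 min, then polarization read.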
ELG1 genotoxic: qHTS screen for small molecules that induce genotoxicity in human embryonic kidney (HEK293T) cells expressing luciferase-tagged ELG1; actives 1.3% (n = 330,000); Potency, µM (doses to about 46 µM), without a hit: at the top dose activity change, positive = activation, actives largely listed as activators; HEK293T ELG1-luciferase reporter, luminescence, 16 h; further: % of control where 0% means no effect; nearly all actives have a fitted effect of over 60% in size
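HEK293T cells expressing luciferase-tagged ELG1 were treated with compound or DMSO for 16 hr at 37°C. Luciferase activity was then read after 30 min with ONE-Glo at room temperature; rising signal flags genetic stress.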
* hit, by the source's call; [ ] = dose if it differs, or a comment. Unless noted, the call rests on the fitted dose curve; in most records, active means well fitted curve in the direction sought with a large enough effect; inconclusive means small, poorly fitted or top-dose-only effect, or another doubt; inactive means no such curve, though single readings can be large; an effect the other way counts as inactive or inconclusive. Potency means the concentration at half of the fitted maximal effect.

`CC(C)(C)S(=O)(=O)/C(C#N)=N/Nc1ccc(Cl)cc1` gave NPC1 promoter act -9.5%, MBNL1-CUG inh 5.4%, Gal4-VP16 FLuc inconclusive, uPA generation 5.6%, FLuc counter inconclusive, p53 reactivation 0.0%, BRCA1 expr act -53.9%, RORgamma inh inconclusive, Rab9 prom act -15.8%, CXXC DNA block 6.0% and ELG1 genotoxic -16.6%.
For Cc1oc(-c2cccs2)nc1CN1CC[C@@](O)(c2ccccc2)[C@H]2CCCC[C@@H]21 the results were NPC1 promoter act -5.1%, MBNL1-CUG inh -5.5%, Gal4-VP16 FLuc 0.7%, uPA generation -2.0%, FLuc counter -1.2%, p53 reactivation -2.6%, BRCA1 expr act -16.0%, RORgamma inh -15.7%, Rab9 prom act -6.2%, CXXC DNA block 0.7% and ELG1 genotoxic -2.6%.
CCOC(=O)C1C(=O)NC(c2ccccc2)=NC1c1ccc(C(C)C)cc1 (configuration not stated) was read as NPC1 promoter act 0.2%, MBNL1-CUG inh 0.2%, Gal4-VP16 FLuc -8.6%, uPA generation -1.2%, FLuc counter 2.6%, p53 reactivation -10.9%, BRCA1 expr act -3.0%, RORgamma inh -0.2%, Rab9 prom act 1.6%, CXXC DNA block -0.6% and ELG1 genotoxic -7.2%.
For COc1ccc(S(=O)(=O)NC(C)C(=O)NCc2ccccn2)cc1OC (configuration not stated) the results were NPC1 promoter act -0.7%, MBNL1-CUG inh -1.8%, Gal4-VP16 FLuc -12.3%, uPA generation 3.6%, FLuc counter 0.3%, p53 reactivation 8.6%, BRCA1 expr act -5.0%, RORgamma inh -3.0%, Rab9 prom act -2.7%, CXXC DNA block 1.2% and ELG1 genotoxic 1.2%.
Screening CCOC(=O)Cc1n[nH]c(=O)c2ccccc12 returned NPC1 promoter act -0.1%, MBNL1-CUG inh 6.1%, Gal4-VP16 FLuc -4.9%, uPA generation 4.3%, FLuc counter -2.2%, p53 reactivation 5.4%, BRCA1 expr act -12.8%, RORgamma inh -10.2%, Rab9 prom act 7.2%, CXXC DNA block -3.5% and ELG1 genotoxic 3.6%.
Screening CCOC(=O)C1=C(CSc2nnnn2C)N(C)C(=O)NC1c1ccccc1 (configuration not stated) returned NPC1 promoter act -2.7%, MBNL1-CUG inh -0.7%, Gal4-VP16 FLuc 3.4%, uPA generation 5.6%, FLuc counter 0.5%, p53 reactivation 1.2%, BRCA1 expr act -19.6%, RORgamma inh -3.2%, Rab9 prom act -8.0%, CXXC DNA block -0.4% and ELG1 genotoxic -2.1%.
For COC(=O)c1[nH]c2cc(OC)ccc2c1NC(=O)CN1CCC(C(N)=O)(N2CCCCC2)CC1 the results were NPC1 promoter act -3.2%, MBNL1-CUG inh 19.1%, Gal4-VP16 FLuc 0.2%, uPA generation -1.4%, FLuc counter 6.4%, p53 reactivation 2.1%, BRCA1 expr act -15.7%, RORgamma inh inconclusive, Rab9 prom act 1.8%, CXXC DNA block 4.3% and ELG1 genotoxic -2.5%.
Screening CC(C)NC(=O)CSc1nc(Cc2ccccc2)nc2ccccc12 returned NPC1 promoter act 1.7%, MBNL1-CUG inh 12.3%, Gal4-VP16 FLuc -8.5%, uPA generation -7.0%, FLuc counter 4.7%, p53 reactivation 17.6%, BRCA1 expr act -34.7%, RORgamma inh -29.8%[1.91 µM], Rab9 prom act 2.0%, CXXC DNA block -8.9% and ELG1 genotoxic 1.9%.
`Cc1[nH]nc(-c2ccc(OCc3cnn(-c4ccccc4)c3)cc2O)c1Oc1ccc(F)cc1` gave NPC1 promoter act -4.0%, MBNL1-CUG inh -10.9%, Gal4-VP16 FLuc 10µM*, uPA generation 1.8%, FLuc counter -0.2%, p53 reactivation -5.9%, BRCA1 expr act -55.4%, RORgamma inh 7.08µM*, Rab9 prom act -4.1%, CXXC DNA block 30.2%[activator] and ELG1 genotoxic -5.2%.
`CC1C(O)=C(c2nc3ccccc3[nH]2)C(=N)N1c1ccccc1` (configuration not stated) gave NPC1 promoter act 25.6%, MBNL1-CUG inh -1.4%, Gal4-VP16 FLuc inconclusive, uPA generation inconclusive, FLuc counter 16.9µM*, p53 reactivation inconclusive, BRCA1 expr act -13.6%, RORgamma inh inconclusive, Rab9 prom act 20.8%, CXXC DNA block -1.0% and ELG1 genotoxic inconclusive.
Screening O=C1OCc2ccc(NC(=O)C3CCCCC3)cc21 returned NPC1 promoter act -0.2%, MBNL1-CUG inh 2.5%, Gal4-VP16 FLuc 5.7%, uPA generation 7.1%, FLuc counter 1.3%, p53 reactivation -9.3%, BRCA1 expr act 1.6%, RORgamma inh -23.8%, Rab9 prom act 13.7%, CXXC DNA block -8.9% and ELG1 genotoxic -0.1%.
Screening Cc1ccc(CCc2nnc(SCC(=O)Nc3ccccc3Cl)n2-c2ccccc2)o1 returned NPC1 promoter act -1.4%, MBNL1-CUG inh inconclusive, Gal4-VP16 FLuc -3.0%, uPA generation 1.5%, FLuc counter -0.6%, p53 reactivation -5.6%, BRCA1 expr act -13.2%, RORgamma inh inconclusive, Rab9 prom act -3.5%, CXXC DNA block 4.0% and ELG1 genotoxic -4.2%.
Screening C=CCN(c1ccccc1)S(=O)(=O)c1cccc(C(=O)N2CC(C)CC(C)C2)c1 (configuration not stated) returned NPC1 promoter act -0.5%, MBNL1-CUG inh -3.1%, Gal4-VP16 FLuc 1.7%, uPA generation 2.8%, FLuc counter 4.8%, p53 reactivation 2.9%, BRCA1 expr act -51.7%, RORgamma inh 5.3%, Rab9 prom act 3.1%, CXXC DNA block 18.1% and ELG1 genotoxic -6.0%.
`O=C(Oc1cc(=O)n2ccccc2n1)c1ccccc1` gave NPC1 promoter act 0.5%, Gal4-VP16 FLuc -11.1%, uPA generation 0.0%, FLuc counter inconclusive, p53 reactivation 6.1%, BRCA1 expr act 1.3%, RORgamma inh 10.8%, Rab9 prom act -5.6%, CXXC DNA block 188.4%[activator] and ELG1 genotoxic -0.4%.
O=C(NNC(=S)Nc1ccccc1Cl)c1ccccc1Cl was read as NPC1 promoter act 4.2%, MBNL1-CUG inh -6.4%, Gal4-VP16 FLuc 4.6%, uPA generation -5.8%, FLuc counter -16.5%, p53 reactivation 17.7%, BRCA1 expr act 10µM*, RORgamma inh 4.6%, Rab9 prom act -6.2%, CXXC DNA block 1.9% and ELG1 genotoxic -3.2%.
Screening CC(OC(=O)c1ccc([N+](=O)[O-])s1)C(=O)NC1CCCCC1C (configuration not stated) returned NPC1 promoter act -8.4%, uPA generation -29.3%, FLuc counter 1.9%, p53 reactivation -15.0%, BRCA1 expr act -18.0%, Rab9 prom act -9.4% and ELG1 genotoxic -1.7%.
Screening COc1ccc(NC(=O)CCc2ccccc2)cc1NC(=O)c1ccco1 returned NPC1 promoter act -0.5%, MBNL1-CUG inh -7.6%, Gal4-VP16 FLuc 16.0%, uPA generation -7.9%, FLuc counter -8.3%, p53 reactivation -9.6%, BRCA1 expr act -28.9%, RORgamma inh 6.3%, Rab9 prom act -3.7%, CXXC DNA block -4.7% and ELG1 genotoxic -8.7%.
Screening CC1=CC(C)[C@H](/C=N/n2c(=O)[nH]c3c([nH]c4ccc(Br)cc43)c2=O)C(C)C1 (some centres not stated) returned NPC1 promoter act -9.8%, MBNL1-CUG inh 13.1%, Gal4-VP16 FLuc -16.4%, uPA generation -0.5%, FLuc counter 3.7%, p53 reactivation 0.4%, BRCA1 expr act -94.9%, RORgamma inh -6.2%, Rab9 prom act -6.8%, CXXC DNA block 19.8% and ELG1 genotoxic inconclusive.
Screening O=C(CC1SC(=O)N(c2ccccc2)C1=O)Nc1ccc(Br)cc1 (configuration not stated) returned NPC1 promoter act 1.1%, MBNL1-CUG inh 3.6%, Gal4-VP16 FLuc 7.3%, uPA generation -1.8%, FLuc counter -6.3%, p53 reactivation 9.9%, BRCA1 expr act -16.1%, RORgamma inh -26.0%, Rab9 prom act -4.6%, CXXC DNA block -10.0% and ELG1 genotoxic -1.1%.
`C/C(=N\Nc1cc(Cl)nc(C)n1)c1ccc(Cl)c(Cl)c1` gave NPC1 promoter act 1.4%, MBNL1-CUG inh -12.8%, Gal4-VP16 FLuc inconclusive, uPA generation 5.6%, FLuc counter 3.1%, p53 reactivation -3.1%, BRCA1 expr act 4.0%, RORgamma inh 7.0%, Rab9 prom act 7.0%, CXXC DNA block -7.1% and ELG1 genotoxic -3.1%.

Only part of the results is shown; the hit share may differ from the screen's.
